Compound activity (PubChem)
AMA1-RON2 inh = AMA1-RON2 (P. falciparum) interaction inhibition. AlphaScreen AMA1-biotinylated RON2 peptide binding. Potency, µM (doses to about 58.2 µM), without a hit: at the highest dose activity change, negative = inhibition, most hits filed as inhibitors. actives 0.2% (n = 360,000);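 also: potency is read from the fitted curve at half-maximal effect; 0% = vehicle wells and -100% = peptide control; nearly all actives have a fitted effect of over 45% in size; some results filed as inactive show a strong effect at the top dose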
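AMA1 (3D7) with his tag at 25 nM final met compounds first, then biotinylated RON2 peptide at 25 nM; detection used donor plus acceptor beads, 10 µg/mL apiece, read by AlphaScreen after 30 min at room temperature.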
AmpC no deterg = AmpC beta-lactamase inhibition without detergent | P00811 | AmpC nitrocefin hydrolysis, absorbance 480 nm, 0.0001% Triton | Potency, µM (doses to about 57.1 µM), without a hit: top-dose activity change, negative = inhibition, most hits filed as inhibitors | actives 0.52% (n = 330,000);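 also: potency is read from the fitted curve at half-maximal effect; plate controls were no compound for no effect and no enzyme for full effect; nearly all actives have a fitted effect of over 20% in size; some results filed as inactive show a strong effect at the top dose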
Target sequence (P00811 whole entry, looked up): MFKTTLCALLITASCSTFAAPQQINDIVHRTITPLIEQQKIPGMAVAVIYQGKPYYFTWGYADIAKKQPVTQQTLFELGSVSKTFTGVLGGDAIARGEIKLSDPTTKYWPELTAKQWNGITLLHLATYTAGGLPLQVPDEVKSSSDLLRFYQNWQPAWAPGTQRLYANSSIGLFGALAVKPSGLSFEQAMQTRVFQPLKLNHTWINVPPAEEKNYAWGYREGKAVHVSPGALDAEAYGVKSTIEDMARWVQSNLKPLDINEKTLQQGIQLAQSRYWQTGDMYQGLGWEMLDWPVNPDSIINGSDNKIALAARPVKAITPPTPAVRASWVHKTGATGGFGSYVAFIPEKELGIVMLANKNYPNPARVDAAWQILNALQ
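20 mM phosphate pH 7.0 + 0.01% (detergent screen) or 0.0001% Triton X-100; 5.3 nM AmpC reagent; cpd preinc 15 min RT; nitrocefin (800 uM stock) to start; A480 q20 s × 4 min; Activity was normalised to no-enzyme and no-compound control wells.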
Cycloheximide cs = counter-screen for Shiga toxin inhibitors: cycloheximide protein synthesis inhibition; cell reporter, cycloheximide protein synthesis inhibition counterscreen; max response, %; actives 12% (n = 300,000); in the data active = max response mostly above about 13%, no sharp cut-off; inactive = mostly below about 14%; also: read at 38.3 µM for the half of the compounds with a filed dose; 0% is about no effect
FBPA Giardia inh = Giardia lamblia aldolase inhibition | purified Giardia FBPA | A8B2U2 | Potency, µM (doses to about 59.6 µM), for inactives: top-dose activity, negative = inhibition, usual class: inhibitors | actives 0.71% (n = 290,000); also: potency is read from the fitted curve at half-maximal effect; % is scaled to controls: 0 for no effect and ±100 for the full control effect; nearly all actives have a fitted effect of over 55% in size
Target sequence (A8B2U2 whole entry, looked up): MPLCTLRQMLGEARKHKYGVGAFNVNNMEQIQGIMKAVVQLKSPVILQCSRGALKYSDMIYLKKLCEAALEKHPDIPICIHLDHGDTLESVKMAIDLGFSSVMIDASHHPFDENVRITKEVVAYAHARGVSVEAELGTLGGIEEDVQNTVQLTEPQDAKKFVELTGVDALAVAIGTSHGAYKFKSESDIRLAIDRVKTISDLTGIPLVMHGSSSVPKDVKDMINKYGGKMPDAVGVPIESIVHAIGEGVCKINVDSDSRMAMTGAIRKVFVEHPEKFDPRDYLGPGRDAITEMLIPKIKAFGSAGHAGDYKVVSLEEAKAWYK
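40 nM FBPA preincubated 10 min at RT with compound (up to 57.5 uM final), then substrate plus GAPDH/TPI/NAD/arsenate coupling and diaphorase/resazurin added. Fluorescence read after 20 min at RT, 525/598 nm.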
AmpC detergent = inhibitors of E. coli AmpC beta-lactamase with detergent. P00811. AmpC hydrolysis of nitrocefin, absorbance 480 nm, 0.01% Triton. Potency, µM (titrated, usually from 114 µM), for the others: at the top dose activity change, negative = inhibition, actives largely listed as inhibitors. actives 0.041% (n = 370,000). AID 485294;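 also: potency is read from the fitted curve at half-maximal effect; 0% = no-compound wells and -100% = no-enzyme wells; nearly all actives have a fitted effect of over 25% in size; some results filed as inactive show a strong effect at the top dose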
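AmpC (5.3 nM in the dispensed reagent) in 20 mM phosphate pH 7.0 with 0.01% (detergent screen) or 0.0001% Triton X-100 was preincubated with compounds for 15 min at room temperature. Nitrocefin was then added from an 800 uM solution, and hydrolysis was followed at 480 nm.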
HCMV antiviral = blocks human cytomegalovirus replication. HFF cells, HCMV-luciferase reporter, 72 h; active compounds read low. activity change, negative = inhibition, % at 57.5 µM. actives 4.5% (n = 410,000); in the data active = activity change below about -60%; inconclusive = no clear call, values can overlap the other calls; inactive = above about -39%; also: % is scaled to controls: 0 for no effect and ±100 for the full control effect
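Screen run at 2 compound doses on HFFs infected with reporter HCMV, MOI 1 PFU/cell. Luciferase activity from cell lysates at 72 h post infection gave inhibition relative to buffer-only and Salinomycin wells.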
Shiga inhibitor = Shiga toxin inhibition | actives 9.2% (n = 290,000) | inhibition, % at 38.7 µM | Vero cells, Shiga toxin protein synthesis inhibition reporter; in the data active = inhibition mostly above about 28%, no sharp cut-off; inactive = mostly below about 43%; also: 0% is about no effect
An asterisk follows results filed as active; u = inconclusive; x = no result given; ! = repeats disagree; [ ] = dose if it differs, or a comment. Unless noted, calls follow the shape of the dose curve; as a rule, active = well fitted curve in the direction sought with a large enough effect; inconclusive = small, poorly fitted or top-dose-only effect, or another doubt; inactive = no such curve, though single readings can be large; an effect the other way counts as inactive or inconclusive.

SMILES	AMA1-RON2 inh	AmpC no deterg	Cycloheximide cs	FBPA Giardia inh	AmpC detergent	HCMV antiviral	Shiga inhibitor
Cc1cc2ccccn2c1C(=O)c1ccc(Cl)cc1	26.5%	-16.3%	21.3	x	-9.6%	-39.4	41.2
CCN(CC)S(=O)(=O)c1ccc(N/N=C/c2cc(OC)ccc2O)nc1	50.3%[activator]	-30.1%	-0.9	3.0%	-6.9%	-103.4*	-6.5
CCc1nnc(NC(=O)c2cccc(C(=O)Nc3nnc(CC)s3)n2)s1	65.1%[activator]	-33.5%	-7.5	22.3%	0.4%	-91.7*	-15.8
CC(Sc1nnc(Cc2ccccc2)n1C)C(=O)NC1CC1 (stereo unspecified)	-1.6%	-2.0%	x	x	-5.4%	-15.1	x
CC(=O)NC1C(Oc2ccc(C=O)cc2)OC(COC(C)=O)C(OC(C)=O)C1OC(C)=O (stereo unspecified)	9.3%	-20.6%	-5.2	1.2%	4.4%	28.9	27.2
COc1ccc(S(=O)(=O)N(CC(=O)N2CCOCC2)Cc2ccccc2)cc1	0.0%	33.3%	-2.7	2.1%	2.4%	u	-8.5
Cc1nc2nc(NC(=O)c3ccco3)nn2c(C)c1Cl	-15.2%	-3.3%	9.2	x	-14.6%	x	43.1*
COc1ccc(C2Nc3ccccc3C(=O)N2Cc2ccccc2)cc1CN1CCOCC1 (stereo unspecified)	-11.3%	86.2%[activator]	-1.3	3.4%	1.8%	-29.6	-9.8
CCC(C)(C)n1nnnc1C(c1ccc2ncccc2c1)N1CCN(c2nc3ccccc3s2)CC1 (stereo unspecified)	-21.2%	126.5%[activator]	11.4	-7.5%	-0.1%	u	10.7
Cc1cc(C)n(-c2ncnc3sc4c(c23)CCCC4)n1	-4.8%	-5.1%	-7.6	21.3%	u	7.8	-8.0
Cc1c(C(=O)OCC(=O)N2CCCC2=O)oc2ccccc12	14.2%	105.6%[activator]	x	x	u	4.8	x
N#Cc1c(N2CCCC2)nc(N)c2c(N)nc(N3CCCC3)cc12	5.9%	89.5%[activator]	31.2*	u	u	55.7	47.3*
Cc1ccc(Cn2ccc(=O)c(OCc3ccccc3)c2C)cc1	7.2%	5.2%	24.3	9.9%	-19.5%	-3.9	118.3
Cc1cc(C)c(S(=O)(=O)c2ccccc2C(C)C)c(=O)[nH]1	10.2%	-8.3%	-2.6	4.6%	4.6%	8.3	-3.8
COc1ccc(OC)c(Nc2nc(C)nc3c2oc2ccccc23)c1	-5.7%	120.5%[activator]	-2.6	-21.1%	-5.5%	-17.0	1.7
CC(=O)c1cccc(NC(=O)CCNS(=O)(=O)c2cccc3nonc23)c1	12.0%	-9.6%	-4.8	-0.1%	-4.7%	-13.5	45.2
CSc1ccc(/C=C(\NC(=O)c2ccc(C)cc2)C(=O)Nc2cccc(C)c2)cc1	-1.7%[11.6 µM]	-9.7%	-2.5	6.5%	u	9.0	15.0
O=C(C1CCC(Cn2c(=O)[nH]c3ccccc3c2=O)CC1)N1CCN(c2ccccc2)CC1 (stereo unspecified)	-6.3%	-13.6%	-3.5	8.3%	-6.1%	-17.8	-17.7
COc1ccc(-c2noc(C3CCCN(C(=O)c4ccccc4)C3)n2)cc1 (stereo unspecified)	-13.5%	30.3%	32.3*	4.4%	0.7%	-7.5	43.3*
O=C(Nc1ccc2c(c1)OCO2)c1cc(-c2cccc(O)c2)on1	-0.9%	u	48.3*	-8.1%	-12.6%	-11.0	111.1*

Brought forward from above: 3 compounds, then new ones.
SMILES	AMA1-RON2 inh	AmpC no deterg	Cycloheximide cs	FBPA Giardia inh	AmpC detergent	HCMV antiviral	Shiga inhibitor
O=C(C1CCC(Cn2c(=O)[nH]c3ccccc3c2=O)CC1)N1CCN(c2ccccc2)CC1 (stereo unspecified)	-6.3%	-13.6%	-3.5	8.3%	-6.1%	-17.8	-17.7
COc1ccc(-c2noc(C3CCCN(C(=O)c4ccccc4)C3)n2)cc1 (stereo unspecified)	-13.5%	30.3%	32.3*	4.4%	0.7%	-7.5	43.3*
O=C(Nc1ccc2c(c1)OCO2)c1cc(-c2cccc(O)c2)on1	-0.9%	u	48.3*	-8.1%	-12.6%	-11.0	111.1*
Cc1cccc(-c2nc(NCCCN3CCOCC3)c3ccccc3n2)c1	-6.1%	153.9%[activator]	6.8	-24.3%	7.2%	80.6	-2.9
Cc1ccc(N(Cc2ccc(C(=O)NCC3CCCO3)cc2)S(C)(=O)=O)cc1C (stereo unspecified)	3.7%	43.8%	-0.6	2.4%	0.7%	11.5	-14.3
O=c1[nH]c(O)c(C=NC2CCCCC2)c(=O)[nH]1	-0.2%	-10.1%	-3.2	5.6%	2.4%	15.6	12.5
CCOC(=O)C1CCCN(C(=O)CN2CCN(Cc3ccc(Cl)cc3)C2=O)C1 (stereo unspecified)	14.8%	51.7%	-2.9	-0.1%	-0.2%	0.7	-2.6
COc1ccc2c(c1)O/C(=C\c1ccccc1C)C2=O	-1.2%	39.3%	31.2*	0.2%	1.0%	-6.0	65.7*
COc1ccc(/C=C/C(=O)c2ccc([N+](=O)[O-])o2)cc1OC	-5.5%	1.0%	x	x	-14.5%	-103.6*	x
CCC/C=C1\CCCOC(C(=O)NCc2ccc(C)o2)(C(F)(F)F)C1 (stereo unspecified)	x	x	-5.2	-0.3%	x	x	-6.7
Cc1cccc(NC(=O)CSc2nnc(Cn3cnc4ccccc43)o2)c1	-9.8%	-15.8%	-4.3	1.3%	1.1%	7.5	15.7
COCCn1cc(C(=O)NCc2cccs2)c2c3ccccc3n(C)c2c1=O	-1.0%	19.3%	-0.8	u	-4.2%	29.1	1.1
COc1ccccc1NC(=O)CN1C(=O)NC2(CCCCCCC2)C1=O	13.5%	-1.5%[2.29 µM]	1.5	1.1%	u	87.3	-4.0
Cc1nn(-c2ccccc2)nc1CNC(=O)C1CC1	-2.6%	-8.2%	11.6	4.5%	2.0%	22.1	33.5
CCn1c(CNC(=O)c2cccs2)nnc1SCC(=O)Nc1ccc(Cl)cc1	1.0%	-5.8%	1.3	1.6%	-11.7%	26.3	-4.7
CCCN1C(=O)c2cc(C(=O)Nc3ccccc3C)ccc2C1Nc1ccccc1C (stereo unspecified)	-0.9%	2.9%	-3.5	0.6%	-4.9%	-34.4	5.4
COc1cccc(N(CC(=O)Nc2cccc(F)c2)S(C)(=O)=O)c1	0.0%	-20.3%	-5.1	5.5%	-19.4%	-11.7	12.9
CCOc1cccc(-c2c(C(=O)N/N=C(\C)c3ccncc3)nnn2-c2nonc2N)c1	-1.6%	88.3%[activator]	-10.6	x	-5.2%	-30.1	-10.1
O=C(Nc1ccncc1)C1(c2ccccc2)CCCC1	-3.4%	41.1%	0.6	1.2%	u	20.7	-1.1
Cc1cccc(NC(=O)COc2coc(CN3CCN(c4ccccc4)CC3)cc2=O)c1C	-10.2%	86.7%[activator]	x	x	0.0%	-61.0*	x
CCOC(=O)N1CCN(C(=O)C2CC(=O)N(c3ccc(OC)cc3)C2c2ccc(OC)cc2)CC1 (stereo unspecified)	4.6%	206.3%[activator]	-2.2	3.9%	-13.1%	-2.7	7.3
O=C(COC(=O)Cn1cnc2ccccc21)NCCCc1ccccc1	11.9%	-19.1%	-2.7	1.3%	-7.5%	3.3	-9.9
CCCCN(CC)CCNC(=O)c1ccc2c(Cl)c3c(nc2c1)CCC3	-15.6%	99.3%[activator]	6.3	-0.9%	3.7%	-34.5	19.9
CCOC(=O)c1cc(NC(=O)c2ccc(Cl)cc2)c(=O)n2c1oc1ccc(Cl)cc12	-2.0%	-16.8%	0.2	-1.8%	-3.1%	36.9	3.3
Cc1cc(Nc2ccc(Br)cc2F)n2ncnc2n1	4.1%	-14.3%	-3.6	4.4%	u	3.1	-8.4
COc1cc(C)nc(N2CCCC(C(=O)Nc3cccc(Cl)c3C)C2)n1 (stereo unspecified)	17.7%	-19.8%	13.0	14.2%	-3.1%	-27.6	-7.9
COc1ccc2oc(-c3ccccc3)c(C(=O)N3CCOCC3)c2c1	2.7%	67.9%[activator]	-0.9	7.3%	-0.6%	24.0	-14.8
O=C(NCCO)C1(c2ccc(Cl)cc2)CCCC1	22.0%	-39.3%	-5.1	-0.7%	-1.0%	24.4	-12.2
CCCCn1c(N)c(N(CCC(C)C)C(=O)C2CCN(C(=O)c3ccccc3C)CC2)c(=O)[nH]c1=O	-7.7%	-13.1%	x	x	u	-5.6	x
CN(C)CCCN(C(=O)c1ccc2c(c1)CCCC2)c1nc2ccc(F)cc2s1	u	137.2%[activator]	-3.1	-5.8%	-3.8%	-29.3	-4.0
O=c1c2ccccc2nc(-c2ccco2)n1/N=C/c1ccco1	-2.5%	-2.5%	16.2*	-3.9%	4.5%	-23.4	54.9
CCOc1ccc(NC(=O)COC(=O)c2ccc3c(c2)C(=O)N(CCc2ccccc2)C3=O)cc1	12.9%	-33.8%	18.7*	-4.0%	-11.5%	19.3	65.5*
COc1cc2c(cc1/C=C1/NC(=O)N(c3ccccc3)C1=O)OCO2	0.4%	-18.0%	6.7	0.7%	-8.1%	-2.1	24.2
CC(C)[C@H](N[C@@H](C)c1ccccc1)c1c(O)ccc2ccccc12	-4.9%	-18.0%	4.5	-14.0%	u	8.5	9.7
COc1cc2ccccc2cc1C(=O)N1CCOCC1	-6.2%	-6.4%	x	x	-6.9%	-16.4	x
Cc1ccc(C(=O)Nc2sc(Cc3ccc4c(c3)OCO4)c(C)c2C(N)=O)cc1	12.2%	-22.1%	-4.2	1.9%	-6.2%	22.0	-20.4
CCCCn1nnnc1SCC(=O)N(CC)CC	-3.6%	-15.6%	-1.7	6.4%	2.0%	-12.2	-17.8
COc1cc2cnc(-c3ccccc3)cc2cc1OC	0.0%	200.8%[activator]	x	x	x	117.8	x
CCN(CC)c1ccc(C2C(C(=O)OCCOC)=C(C)NC3=C2C(=O)CC(C)(C)C3)cc1 (stereo unspecified)	-0.8%	35.6%	11.9	-13.3%	u	56.3	-27.3
Cc1ccc2nc(/C(C#N)=C\c3ccc(OC(=O)c4cccs4)cc3)[nH]c2c1	64.7%[activator]	-46.7%	29.1*	-0.1%	-2.0%	-67.5*	52.8*
COc1ccc(C(C)n2c(C)c3c(C)nnc(C)c3c2C)cc1 (stereo unspecified)	-3.6%	124.5%[activator]	-2.3	-27.4%	u	-80.8*!	-2.9
Cc1ccc(NC(=O)Cc2csc(-c3ccccc3)n2)cc1F	6.3%	-5.1%	14.5	-9.3%	6.4%	u	-8.0
O=C(N/N=C1\C/C(=N\NC(=O)c2ccncc2)c2ccccc21)c1ccncc1	64.7%[activator]	-18.6%	-11.1	u	7.7%	-19.9	-17.6
COc1ccc(N2CCN(C(=O)c3sc4ncn(CC(=O)N5CCCCC5C)c(=O)c4c3C)CC2)cc1 (stereo unspecified)	-6.4%	153.1%[activator]	-3.6	x	-5.4%	-38.5	-4.2
COc1ccc(F)cc1C(=O)C1CCCN(C(=O)CSc2ccccn2)C1 (stereo unspecified)	-0.8%	33.3%	-0.4	-0.9%	-2.6%	u	-4.2
